Assay outcomes (PubChem BioAssay)
Yfh1-off respiration – mitochondrial function rescue without frataxin homolog – Friedreich's ataxia, plus single-dose screen, dose response (AID 1465); S. cerevisiae Yfh1-off respiration, WST-1 reduction, 72 h; higher fold induction means a stronger effect; fold induction at 50 µM; hits with a dose series show EC50 in µM; actives 0.074% (n = 220,000);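 active means fold induction of absorbance versus untreated yeast above a set limit, then at least 30% activation at any dose in follow-up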;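 further: activators that raise dye reduction in frataxin-depleted yeast; strong numbers were not always called active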
MT stabilize HCS – microtubule stabilizers in HeLa cells; HeLa tubulin immunostaining HCS, 24 h; share of cells brighter than vehicle mean+2SD; % tubulin-high responders, % at 10 µM; actives 0.83% (n = 200,000); AID 2205;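 active means plate Z-score above 3 for both tubulin-high and condensed-nucleus cell shares, with cell loss under 80%, at 10 µM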;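 further: anti alpha tubulin signal scored within the nucleus-defined area of each cell; some results filed as inactive read as strong as hits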
Autophagy HCS – modulators of autophagy. MEF GFP-LC3 puncta imaging; test concentration mostly 10 µM. AID 463193. actives 0.98% (n = 190,000). calls only at 10 µM (by protocol);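 active means percentage of spot-positive cells more than 3 SD above its plate mean, without a fluorescence outlier flag or 80% toxicity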;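 further: spot-positive cell cutoff set from DMSO-treated cells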
bCat nuc transl – beta-catenin nuclear translocation modulation. actives 0.3% (n = 190,000). HeLa beta-catenin nuclear translocation, immunofluorescence imaging. nuclear translocation activity, % at 5 µM;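 active means nuclear translocation activity above 50% at 5 µM, with a well cell count of 50 or more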;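 further: per-cell ratio of nuclear to cytoplasmic median beta-catenin stain intensity; plate controls were DMSO negative control for no effect and GSK-3 inhibitor IX positive control for full effect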
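test system = HeLa cells, endogenous beta-catenin | dosing = single 5 µM dose plus 0.02–20 µM confirmation series | times = compound treatment 24 h, 37°C, 5% CO2 | technique = beta-catenin immunofluorescence imaging with DAPI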
Lipid droplet – hepatic lipid droplet formation modulation | inhibition, % at 6.5 µM | actives 0.4% (n = 240,000) | AML12 mouse hepatocytes, oleate lipid droplets, BODIPY imaging;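 active means lipid droplet intensity inhibited by at least 50%, with more than 500 cells counted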
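System: AML12 hepatocytes (mouse). Probe or stimulus: oleic acid at 100 µM to induce lipid droplet formation. Times: overnight treatment with compound plus oleate. Detection: Image-based BODIPY and DAPI two-channel analysis. Evaluation: percent inhibition of filter-corrected integrated lipid droplet intensity per well.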
Dynein transport – blocks dynein driven cargo transport along microtubules. 3617.4 mouse cells, GR-EGFP nuclear translocation imaging; test concentration mostly 20 µM; stimulated with dexamethasone, 1 µM; hits give low values. z-score, hits read low. actives 0.47% (n = 220,000). AID 1381;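 active means plate z-score of nuclear minus cytoplasmic receptor signal below a set negative limit, without overly bright fluorescence or cell loss, cut at about -3.5 in these data, passing the limit was not always enough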;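 further: z-score of nuclear minus cytoplasmic ring GR-EGFP intensity difference per well; some compounds called inactive have numbers as strong as hits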
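Buffer or medium – tet-free medium with charcoal-stripped serum · Signal – automated 10x imaging of fixed Hoechst-stained cells · Also added – dexamethasone agonist, 1.0 µM final, for 30 min · Incubation – induction 48 h, compound 1 h, agonist 30 min · Read-out – GR-EGFP nuclear translocation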
WT yeast gro inh – growth inhibition of WT yeast, mitochondrial fusion screen; actives 2.1% (n = 190,000); AID 1362; mitochondrial fusion phenotypic screen, WT strain; inhibition, % at 10 µM; in the data active means inhibition above about 58%; tested in S. cerevisiae
Ins promoter up – MIN6 insulin promoter up-regulation; MIN6 insulin promoter-GFP reporter, high-content imaging; hits give high values; z-score at 5 µM; actives 0.3% (n = 190,000); AID 1625;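 active means z-score above 3 at 5 µM with at least 500 cells counted in the well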
NOD2 inhibition – inhibition of NOD2-driven NF-kB reporter – cell-based, luminescence, uHTS, HEK293 (AID 1566); actives 0.63% (n = 290,000); inhibition, % at 4 µM, or EC50 in µM where a hit was titrated; HEK293 NOD2/NF-kB luciferase reporter, luminescence; higher % means a stronger effect; in the data active means inhibition above about 50%; further: many of its hits are not listed in these tables
WT yeast gro inh mutant strain – second read-out of WT yeast gro inh, no call of its own (marks repeat the call); inhibition, %; mitochondrial fusion phenotypic screen, mutant strain inhibition
Dynein transport cytoplasmic EGFP – also measured in Dynein transport; calls as there; z-score; measured here: cytoplasmic GR-EGFP intensity; hits give high values
Dynein transport nuclear GR-EGFP – recorded beside Dynein transport, whose call it bears; z-score; measured here: nuclear GR-EGFP intensity;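 lower value marks the stronger effect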
Dynein transport cell count – also measured in Dynein transport; calls as there; z-score; measured here: cell count per field
Ins promoter up cell count – further read-out of Ins promoter up, marked with its call; cell count; measured here: cytotoxicity, nuclei count;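 total cells summed across four imaged fields per well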
Lipid droplet cells 6.5 µM – second read-out of Lipid droplet, no call of its own (marks repeat the call); cell count; measured here: cell count, cytotoxicity flag;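 cells counted across two imaged fields per well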
bCat nuc transl cell count 5 µM – further read-out of bCat nuc transl, marked with its call; cell count; measured here: cell count, cytotoxicity flag
MT stabilize HCS Hoechst-high % – second read-out of MT stabilize HCS, no call of its own (marks repeat the call); % Hoechst-high responders; measured here: nuclear condensation Hoechst responders;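 share of cells brighter than vehicle mean plus two SD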
MT stabilize HCS cytotoxicity % – second read-out of MT stabilize HCS, no call of its own (marks repeat the call); toxicity, %; measured here: cytotoxicity by cell density;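 0% = mean cell density of plate MIN control wells and 100% = no cells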
Autophagy HCS cell loss 18 h – recorded beside Autophagy HCS, whose call it bears; toxicity, %; measured here: cell loss, nuclei count;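 cell loss after 18 h compound exposure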
Starred values were filed as active, the others as inactive.

Screening CCOc1cc(/C=C2/SC(=Nc3ccccc3)N(Cc3cccnc3)C2=O)ccc1OCC#N returned Yfh1-off respiration inactive, MT stabilize HCS 5.3, Autophagy HCS inactive, bCat nuc transl -2.8, Dynein transport 0.233, WT yeast gro inh 5.2, Ins promoter up -1.03, NOD2 inhibition -2.0%, WT yeast gro inh mutant strain 15.9, Dynein transport cytoplasmic EGFP 0.0277, Dynein transport nuclear GR-EGFP 0.568, Dynein transport cell count -0.036, Ins promoter up cell count 931, bCat nuc transl cell count 5 µM 1411, MT stabilize HCS Hoechst-high % 5.3, MT stabilize HCS cytotoxicity % 10.2 and Autophagy HCS cell loss 18 h 12.9.
`O=C(NC(c1ccc(Cl)cc1)c1cc(Cl)c2cccnc2c1O)c1cccnc1` (stereo not drawn) gave Yfh1-off respiration inactive, MT stabilize HCS 2.5, Autophagy HCS inactive, bCat nuc transl -0.6, Lipid droplet 8.3, Dynein transport 0.823, WT yeast gro inh -0.3, NOD2 inhibition 32.9%, WT yeast gro inh mutant strain 11.5, Dynein transport cytoplasmic EGFP 0.574, Dynein transport nuclear GR-EGFP 1.49, Dynein transport cell count -1.54, Lipid droplet cells 6.5 µM 625, bCat nuc transl cell count 5 µM 943, MT stabilize HCS Hoechst-high % 1.2, MT stabilize HCS cytotoxicity % 2.1 and Autophagy HCS cell loss 18 h 21.2.
CCOC(=O)Cn1nnc(-c2ccc(OCC(C)C)cc2)n1 was read as Yfh1-off respiration inactive, MT stabilize HCS 2.1, Autophagy HCS inactive, bCat nuc transl -1.3, Dynein transport -0.0032, WT yeast gro inh 9.2, Ins promoter up 0.41, NOD2 inhibition 6.4%, WT yeast gro inh mutant strain -24.8, Dynein transport cytoplasmic EGFP -0.197, Dynein transport nuclear GR-EGFP -0.191, Dynein transport cell count 0.506, Ins promoter up cell count 1175, bCat nuc transl cell count 5 µM 1041, MT stabilize HCS Hoechst-high % 2.3, MT stabilize HCS cytotoxicity % 6.9 and Autophagy HCS cell loss 18 h 3.1.
For CC(C)(C)c1ccc(C(=O)NNc2ncccc2-n2cccc2)cc1 the results were Yfh1-off respiration inactive, bCat nuc transl -0.2, Lipid droplet 1.8, Dynein transport 1.24, Ins promoter up 0.05, NOD2 inhibition 2.7%, Dynein transport cytoplasmic EGFP -0.203, Dynein transport nuclear GR-EGFP 0.583, Dynein transport cell count -1.08, Ins promoter up cell count 1396, Lipid droplet cells 6.5 µM 745 and bCat nuc transl cell count 5 µM 1081.
Screening N/C(=N\OC(=O)c1ccc(F)cc1)c1nonc1N returned Yfh1-off respiration inactive, MT stabilize HCS 3.1, Autophagy HCS inactive, Lipid droplet 27.6, Dynein transport 0.83, WT yeast gro inh 19.5, Ins promoter up -1.26, NOD2 inhibition -10.8%, WT yeast gro inh mutant strain 15.2, Dynein transport cytoplasmic EGFP -0.301, Dynein transport nuclear GR-EGFP 0.354, Dynein transport cell count -0.605, Ins promoter up cell count 1377, Lipid droplet cells 6.5 µM 681, MT stabilize HCS Hoechst-high % 2.2, MT stabilize HCS cytotoxicity % 1.0 and Autophagy HCS cell loss 18 h 5.3.
`COc1ccc(-n2c(=S)[nH]c3cc(C(=O)NCCCN4CCCC4=O)ccc3c2=O)cc1` gave MT stabilize HCS 2.1, Autophagy HCS inactive, Dynein transport -0.522, WT yeast gro inh -3.2, NOD2 inhibition 9.6%, WT yeast gro inh mutant strain -9.4, Dynein transport cytoplasmic EGFP -0.225, Dynein transport nuclear GR-EGFP -0.187, Dynein transport cell count 0.286, MT stabilize HCS Hoechst-high % 1.3, MT stabilize HCS cytotoxicity % 2.5 and Autophagy HCS cell loss 18 h 0.4.
`Cc1ccc2c(c1)c1c(n2CC2COC(C)(C)O2)C(=O)CCC1` (stereo not drawn) gave Yfh1-off respiration inactive, MT stabilize HCS 2.3, Autophagy HCS inactive, bCat nuc transl -0.9, Dynein transport -0.124, WT yeast gro inh 3.6, Ins promoter up 0.4, NOD2 inhibition 1.1%, WT yeast gro inh mutant strain 3.1, Dynein transport cytoplasmic EGFP -0.206, Dynein transport nuclear GR-EGFP 0.169, Dynein transport cell count -0.113, Ins promoter up cell count 1406, bCat nuc transl cell count 5 µM 1166, MT stabilize HCS Hoechst-high % 1.6, MT stabilize HCS cytotoxicity % 5.5 and Autophagy HCS cell loss 18 h 5.6.
For CCCCCSc1nc2c(c(=O)[nH]c(=O)n2C)n1C the results were Yfh1-off respiration inactive, MT stabilize HCS 6.5, Autophagy HCS inactive, Dynein transport -0.526, WT yeast gro inh 23.0, Ins promoter up 0.03, NOD2 inhibition 1.1%, WT yeast gro inh mutant strain 12.5, Dynein transport cytoplasmic EGFP -0.0994, Dynein transport nuclear GR-EGFP -0.0118, Dynein transport cell count -0.323, Ins promoter up cell count 998, MT stabilize HCS Hoechst-high % 2.6, MT stabilize HCS cytotoxicity % 0.8 and Autophagy HCS cell loss 18 h 7.5.
CCc1cccc(OCCOCCN2CCCC2)c1 was read as Yfh1-off respiration inactive, MT stabilize HCS 2.9, Autophagy HCS inactive, Lipid droplet 22.1, Dynein transport -0.82, WT yeast gro inh -8.8, NOD2 inhibition 1.6%, WT yeast gro inh mutant strain -38.4, Dynein transport cytoplasmic EGFP -0.232, Dynein transport nuclear GR-EGFP -0.2, Dynein transport cell count 1.09, Lipid droplet cells 6.5 µM 765, MT stabilize HCS Hoechst-high % 2.3, MT stabilize HCS cytotoxicity % 8.2 and Autophagy HCS cell loss 18 h 3.6.
Screening Cc1ccc(NC(=O)CSc2ccc(-c3ccc4c(c3)OCO4)nn2)cc1F returned Yfh1-off respiration inactive, MT stabilize HCS 1.9, Autophagy HCS inactive, bCat nuc transl -0.7, Lipid droplet -1.8, Dynein transport -0.0977, WT yeast gro inh -3.2, Ins promoter up -0.02, NOD2 inhibition -29.6%, WT yeast gro inh mutant strain 16.8, Dynein transport cytoplasmic EGFP -0.11, Dynein transport nuclear GR-EGFP 0.0607, Dynein transport cell count 0.494, Ins promoter up cell count 1406, Lipid droplet cells 6.5 µM 632, bCat nuc transl cell count 5 µM 1106, MT stabilize HCS Hoechst-high % 2.9, MT stabilize HCS cytotoxicity % 3.3 and Autophagy HCS cell loss 18 h 10.1.
C=C(C)CN1CCN(c2c(CCC#N)c(C)c(C#N)c3nc4ccccc4n23)CC1 was read as Yfh1-off respiration inactive, MT stabilize HCS 1.6, Autophagy HCS inactive, Lipid droplet -5.8, Dynein transport -0.642, WT yeast gro inh -21.9, NOD2 inhibition 9.2%, WT yeast gro inh mutant strain -7.8, Dynein transport cytoplasmic EGFP -0.118, Dynein transport nuclear GR-EGFP 0.0232, Dynein transport cell count 0.255, Lipid droplet cells 6.5 µM 700, MT stabilize HCS Hoechst-high % 1.6, MT stabilize HCS cytotoxicity % 0.5 and Autophagy HCS cell loss 18 h 9.1.
`CCOc1ccc(C(=O)Nc2cc(S(=O)(=O)Nc3ccccc3Cl)ccc2N2CCOCC2)cc1` gave Yfh1-off respiration inactive, MT stabilize HCS 3.3, Autophagy HCS inactive, bCat nuc transl -1.7, Lipid droplet -42.2, Dynein transport 0.312, WT yeast gro inh 8.2, Ins promoter up -0.16, NOD2 inhibition -3.2%, WT yeast gro inh mutant strain 5.9, Dynein transport cytoplasmic EGFP -0.12, Dynein transport nuclear GR-EGFP 0.311, Dynein transport cell count -0.244, Ins promoter up cell count 1224, Lipid droplet cells 6.5 µM 670, bCat nuc transl cell count 5 µM 965, MT stabilize HCS Hoechst-high % 1.8, MT stabilize HCS cytotoxicity % 11.6 and Autophagy HCS cell loss 18 h 8.7.
For CCS(=O)(=O)c1ccc2oc(SCC(=O)NCc3ccccc3)nc2c1 the results were Yfh1-off respiration inactive, MT stabilize HCS 1.4, Autophagy HCS inactive, bCat nuc transl 3.1, Lipid droplet -2.8, Dynein transport -0.694, WT yeast gro inh -2.8, Ins promoter up 0.44, WT yeast gro inh mutant strain 2.4, Dynein transport cytoplasmic EGFP -0.243, Dynein transport nuclear GR-EGFP -0.0135, Dynein transport cell count 0.28, Ins promoter up cell count 1614, Lipid droplet cells 6.5 µM 669, bCat nuc transl cell count 5 µM 956, MT stabilize HCS Hoechst-high % 2.1, MT stabilize HCS cytotoxicity % 7.9 and Autophagy HCS cell loss 18 h 16.9.
Cc1ccc(NC(=O)CSC(N)=O)cc1Cl was read as Yfh1-off respiration inactive, MT stabilize HCS 1.4, Autophagy HCS inactive, bCat nuc transl -1.4, Dynein transport -0.0847, WT yeast gro inh 6.0, Ins promoter up 0.7, NOD2 inhibition 0.1%, WT yeast gro inh mutant strain 13.3, Dynein transport cytoplasmic EGFP -0.208, Dynein transport nuclear GR-EGFP 0.00703, Dynein transport cell count 0.19, Ins promoter up cell count 1158, bCat nuc transl cell count 5 µM 877, MT stabilize HCS Hoechst-high % 2.0, MT stabilize HCS cytotoxicity % 13.8 and Autophagy HCS cell loss 18 h -14.5.
`CN(C)S(=O)(=O)N(CC(=O)N1CCN(Cc2ccccc2)CC1)c1ccccc1` gave Yfh1-off respiration inactive, bCat nuc transl 1.7, Lipid droplet -20.8, Dynein transport -0.214, Ins promoter up -0.31, NOD2 inhibition 7.2%, Dynein transport cytoplasmic EGFP -0.226, Dynein transport nuclear GR-EGFP -0.216, Dynein transport cell count 0.147, Ins promoter up cell count 1124, Lipid droplet cells 6.5 µM 762 and bCat nuc transl cell count 5 µM 1294.

An excerpt, so the mix of outcomes need not match the whole.
